USP1 inh: inhibitors of human USP1/UAF1 deubiquitinase. 390,000 compounds, 0.23% hits. AID 743255. recombinant USP1/UAF1, Ub-Rhodamine cleavage fluorescence. Potency, µM (highest dose often 57.1 µM), inactives show at the highest dose activity change, negative = inhibition, usual class: inhibitors. O94782; note: potency is the fitted concentration of half-maximal effect; % is set by controls: 0 for no effect and ±100 for the full control effect; nearly all actives have a fitted effect of over 60% in size; inactives centre near -12
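USP1/UAF1 complex (1 nM) preincubated 15 min at room temperature with compound, then Ub-Rho substrate (150 nM final) added. Kinetic fluorescence at 480/540 nm over 6 reads at 60 s intervals; 50 mM HEPES pH 7.8, 0.5 mM EDTA, 0.1 mg/ml BSA, 1 mM TCEP, 0.01% Tween-20.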
TRHR PAM: allosterically enhances the human TRH receptor; P34981; TRHR cells, fluo-8 calcium fluorescence, EC20 TRH enhancement; enhancement, % at 2 µM; 360,000 compounds, 0.66% hits; in the data active = enhancement above about 30%; note: 0% is about no effect
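TRHR-expressing cells loaded with fluo-8 calcium dye were read kinetically (ex 480/em 530) during compound addition, then stimulated with an EC20 of TRH (10 nM final). Enhancement of the Gq-mediated intracellular calcium response was scored.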
TRHR agonist: agonists of human TRH receptor. P34981. TRHR cells, calcium flux fluo-8, FDSS agonist mode. activation, % at 2 µM. 360,000 compounds, 0.18% hits; in the data active = activation above about 30%; note: 0% is about no effect
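TRHR-expressing cells, plated overnight in medium with 10% serum, were loaded with fluo-8 calcium dye at room temperature. After a 10 s baseline, library compound was pin-added and calcium release was recorded kinetically (ex 480/em 530) as agonist response.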
D2 ag: activates the human D2 dopamine receptor | P14416 | HEK293 T-REx D2 cells, calcium flux agonist mode | activation, % at 2 µM | 340,000 compounds, 0.53% hits;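 active = activation over 3 SD above normal in the single-dose calcium agonist read, cut at about 30% in these data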; note: 0% is about no effect
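Calcium-flux readout, 1 cycle/sec over 180 s following compound pin transfer, in inducible HEK293 Trex D2 cells (force-coupled); dopamine controls included. Positive calcium responses during this window marked compounds as potential agonists.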
TrxR1 substrate: substrates of rat thioredoxin reductase 1; O89049; purified TrxR1 substrate turnover, NADPH consumption readout; Potency, µM (highest dose often 114 µM), without a hit: at the highest dose activity change, negative = substrate turnover; 390,000 compounds, 0.01% hits; note: potency is the fitted concentration of half-maximal effect; % is set by controls: 0 for no effect and ±100 for the full control effect; nearly all actives have a fitted effect of over 50% in size
Target sequence (O89049 whole entry, looked up): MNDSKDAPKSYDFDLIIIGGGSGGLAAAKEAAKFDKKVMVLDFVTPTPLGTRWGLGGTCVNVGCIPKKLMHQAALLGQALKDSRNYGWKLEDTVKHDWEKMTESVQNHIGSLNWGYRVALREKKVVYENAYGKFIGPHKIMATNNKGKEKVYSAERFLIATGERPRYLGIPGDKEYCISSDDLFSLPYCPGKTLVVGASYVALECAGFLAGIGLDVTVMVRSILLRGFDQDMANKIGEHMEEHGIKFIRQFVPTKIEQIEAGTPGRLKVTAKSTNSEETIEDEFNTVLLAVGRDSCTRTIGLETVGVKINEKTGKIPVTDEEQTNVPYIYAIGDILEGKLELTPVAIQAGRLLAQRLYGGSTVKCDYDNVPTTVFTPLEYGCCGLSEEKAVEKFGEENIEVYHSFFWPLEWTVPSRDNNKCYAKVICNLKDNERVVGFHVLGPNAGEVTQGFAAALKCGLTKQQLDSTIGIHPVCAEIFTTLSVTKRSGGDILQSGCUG
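Rat TrxR1, dispensed at 90 nM, was prereduced with 400 uM NADPH (final) for 5 min at ~22 deg C, then incubated with compound 15 min before 400 uM selenite. A first-read NADPH fluorescence drop versus no-compound background flagged substrates.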
Pin1 inh: human Pin1 inhibition; Pin1 FP peptide displacement, HiFluor488, 10 min; Potency, µM (doses to about 115 µM), for the others: at the highest dose activity, negative = inhibition, most hits filed as inhibitors; 390,000 compounds, 0.009% hits; AID 504891; active = well fitted inhibition curve with a large enough effect in the polarisation, with a control signal flat, not every such curve was filed as active; inconclusive = small, poorly fitted or top-dose-only effect, or effect the other way, or a change in a side signal; inactive = no such curve, though single readings can be large or run the other way; the % refers to the polarisation; note: potency is the fitted concentration of half-maximal effect; % is set by controls: 0 for no effect and ±100 for the full control effect
Target sequence (Q13526 whole entry, looked up): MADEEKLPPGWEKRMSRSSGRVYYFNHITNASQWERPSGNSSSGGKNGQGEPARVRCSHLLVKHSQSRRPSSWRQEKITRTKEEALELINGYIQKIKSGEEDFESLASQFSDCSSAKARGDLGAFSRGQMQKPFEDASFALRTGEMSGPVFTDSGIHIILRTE
mIDH1 inhibitor: human IDH1 R132H inhibition; O75874; IDH1-R132H enzyme, NADPH consumption, diaphorase/resazurin fluorescence; Potency, µM (highest dose often 76.6 µM), inactives show top-dose activity change, negative = inhibition, most hits filed as inhibitors; 390,000 compounds, 0.093% hits; note: potency is the fitted concentration of half-maximal effect; % is set by controls: 0 for no effect and ±100 for the full control effect; nearly all actives have a fitted effect of over 65% in size
Target sequence (O75874 whole entry R132H, stated change not applied): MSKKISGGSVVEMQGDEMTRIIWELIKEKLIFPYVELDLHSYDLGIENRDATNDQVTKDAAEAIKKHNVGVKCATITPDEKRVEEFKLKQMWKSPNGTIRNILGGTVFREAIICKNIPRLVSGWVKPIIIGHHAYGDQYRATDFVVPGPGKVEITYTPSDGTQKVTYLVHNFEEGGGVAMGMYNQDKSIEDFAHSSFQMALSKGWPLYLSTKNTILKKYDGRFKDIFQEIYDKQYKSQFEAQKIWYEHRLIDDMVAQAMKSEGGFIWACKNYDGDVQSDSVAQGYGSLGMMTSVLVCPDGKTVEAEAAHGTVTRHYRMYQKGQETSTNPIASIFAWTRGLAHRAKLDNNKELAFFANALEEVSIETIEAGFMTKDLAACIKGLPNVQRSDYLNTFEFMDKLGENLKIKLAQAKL
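IDH1-R132H (0.5 ug/mL) preincubated 30 min with compound, then NADPH (0.016 mM) and alpha-KG (2 mM) added; 80 min at RT, pH 7.5. Remaining NADPH coupled via diaphorase/resazurin to fluorescence (540/590 nm); concentration-response curves normalized to no-enzyme control.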
D2 antag: D2 dopamine receptor (human) antagonism | HEK293 TREx D2 cells, calcium flux, dopamine EC80 | inhibition, % at 10 µM | 340,000 compounds, 2% hits; in the data active = inhibition above about 30%; note: 0% is about no effect
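Inhibition of EC80 dopamine-driven calcium flux, recorded kinetically, defines activity here; cells are a tetracycline-induced HEK293 T-REx line expressing force-coupled D2.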
TrxR1 inh: inhibitors of rat thioredoxin reductase 1; O89049; recombinant rTrxR1, NADPH fluorescence consumption, selenite substrate; Potency, µM (top dose mostly 114 µM), inactives show at the highest dose activity change, negative = inhibition, most hits filed as inhibitors; 390,000 compounds, 1% hits; note: potency is the fitted concentration of half-maximal effect; % is set by controls: 0 for no effect and ±100 for the full control effect; nearly all actives have a fitted effect of over 65% in size
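Rat TrxR1 (90 nM in the dispensed reagent) was pre-reduced with 400 uM NADPH for 5 min at room temperature, then incubated with compound for 15 min. After 400 uM selenite was added, NADPH fluorescence (Ex 340/Em 450 nm) was followed for 8 min.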
* marks the source's active call; other numbers are inactive results; [ ] = another dose, or the depositor's remark. Unless noted, calls come from the whole dose curve; as a rule, active = well fitted inhibition curve with a large enough effect; inconclusive = small, poorly fitted or top-dose-only effect; inactive = no such curve, though single readings can be large or run the other way.

Results for CCCC(=O)NC(=S)Nc1ccc(NC(=O)C(C)C)c(OC)c1 ?
USP1 inh: 6%; TRHR PAM: -3; TRHR agonist: 0.4; D2 ag: 1.1; TrxR1 substrate: -4%; Pin1 inh: 3%; mIDH1 inhibitor: -3%; D2 antag: 7; TrxR1 inh: inconclusive

What do the screens show for `Cc1ccc(-c2nc(N3CCN(C)CC3)c3ccccc3n2)cc1`?
USP1 inh: -3%; TRHR PAM: 4; TRHR agonist: 0.9; D2 ag: 0.8; TrxR1 substrate: -3%; Pin1 inh: -6%; mIDH1 inhibitor: 7%; D2 antag: 6; TrxR1 inh: 17%

Results for O=C(O)C(C(=O)Oc1ccccc1)C(C(=O)O)C(=O)Oc1ccccc1 (centres undefined) ?
USP1 inh: -11%; TRHR PAM: 5; TRHR agonist: 1.1; D2 ag: 0.3; TrxR1 substrate: -6%; Pin1 inh: -13%; mIDH1 inhibitor: 2%; D2 antag: -5; TrxR1 inh: -9%

How did Cc1oc2ncnc(N3CCCCC3)c2c1C(=O)N1CCN(c2ccc(Cl)cc2)CC1 do in these assays?
USP1 inh: -15%; TRHR PAM: 8; TRHR agonist: 1.1; D2 ag: 1.2; TrxR1 substrate: -6%; Pin1 inh: 0%; mIDH1 inhibitor: -15%; TrxR1 inh: 5%

What do the screens show for `CC(Sc1nnnn1C1CC1)C(=O)N1c2ccccc2NC(=O)C1(C)C` (centres undefined)?
USP1 inh: -21%; TrxR1 substrate: 3%; Pin1 inh: -22%; mIDH1 inhibitor: 0%; TrxR1 inh: 14%

How did O=C(c1ccc([N+](=O)[O-])s1)N1CCN(c2ccccn2)CC1 do in these assays?
USP1 inh: -23%; TRHR PAM: -2; TRHR agonist: -0.6; D2 ag: 0.8; TrxR1 substrate: 5%[0.457 µM]; Pin1 inh: -12%; mIDH1 inhibitor: -4%; D2 antag: 3; TrxR1 inh: -19%

What do the screens show for `C=CC(=O)Nc1cccc(Oc2ccnc3[nH]ccc23)c1`?
USP1 inh: inconclusive; TrxR1 substrate: -2%; Pin1 inh: inconclusive; mIDH1 inhibitor: 1%[38.3 µM]; TrxR1 inh: -2%

What do the screens show for `O=C(Cn1c(=O)[nH]c2ccccc2c1=O)N1CCN(c2cccc(Cl)c2)CC1`?
USP1 inh: -12%; TRHR PAM: 4; TRHR agonist: 0.2; D2 ag: 0.0; TrxR1 substrate: 10%; Pin1 inh: -8%; mIDH1 inhibitor: 0%; D2 antag: 16; TrxR1 inh: 20%[57.1 µM]

Results for Cc1cc(C)cc(OCC(=O)Nc2cccc(-c3nc4ccccc4[nH]3)c2)c1 ?
USP1 inh: -10%; TRHR PAM: -5; TRHR agonist: -1.5; D2 ag: 0.2; TrxR1 substrate: 12%; Pin1 inh: -2%; mIDH1 inhibitor: -12%; TrxR1 inh: 14%

Results for Cc1ccc(-n2c(SCC(=O)NCc3ccco3)nc3c([nH]c4ccccc43)c2=O)cc1 ?
USP1 inh: -9%; TRHR PAM: 0; TRHR agonist: -1.4; D2 ag: 0.4; TrxR1 substrate: -15%; Pin1 inh: 0%; mIDH1 inhibitor: -17%; D2 antag: -9; TrxR1 inh: inconclusive

What do the screens show for `COc1ccc(CCNC(=O)CSc2ccsc2[N+](=O)[O-])cc1OC`?
USP1 inh: -13%; TRHR PAM: 9; TRHR agonist: -0.7; TrxR1 substrate: -2%; Pin1 inh: 25%; mIDH1 inhibitor: 6%; TrxR1 inh: -5%

Results for Cc1cc(C(=O)N/N=C/c2ccc[nH]2)n[nH]1 ?
USP1 inh: -23%; TRHR PAM: 1; TRHR agonist: 0.1; D2 ag: -0.2; TrxR1 substrate: -22%[57.1 µM]; Pin1 inh: 0%; mIDH1 inhibitor: 4%; D2 antag: -16; TrxR1 inh: 9%[57.1 µM]

What do the screens show for `CCN(CC)CCN(C(=O)c1ccc2ccccc2c1)c1nc2cc3c(cc2s1)OCO3`?
USP1 inh: -18%; TRHR PAM: -1; TRHR agonist: 0.2; D2 ag: 0.4; TrxR1 substrate: -11%; Pin1 inh: -3%; mIDH1 inhibitor: 7%; D2 antag: 6; TrxR1 inh: -4%

What do the screens show for `O=C(C1CCN(S(=O)(=O)c2cnc[nH]2)CC1)N1CCN(Cc2ccc3c(c2)OCO3)CC1`?
USP1 inh: -24%; TRHR PAM: 3; TRHR agonist: 0.6; D2 ag: -1.2; TrxR1 substrate: 12%[57.1 µM]; Pin1 inh: 18%; mIDH1 inhibitor: 10%; D2 antag: 26; TrxR1 inh: inconclusive

How did C(#Cc1ccccc1)C[N+]1(CC#Cc2ccccc2)CCCC1 do in these assays?
USP1 inh: -6%; TRHR PAM: 5; TRHR agonist: 0.4; D2 ag: -0.9; TrxR1 substrate: -12%; Pin1 inh: 0%; mIDH1 inhibitor: -1%; D2 antag: -3; TrxR1 inh: -21%

How did CSCCC(NC(C)=O)C(=O)OCC(=O)N(c1ccccc1)c1ccccc1 (centres undefined) do in these assays?
USP1 inh: -16%; TRHR PAM: -2; TRHR agonist: 0.0; D2 ag: 0.3; TrxR1 substrate: 6%[57.1 µM]; Pin1 inh: 2%; mIDH1 inhibitor: 7%; D2 antag: 1; TrxR1 inh: 3%[57.1 µM]

How did CN1/C(=C\C(=S)NC(=O)c2ccccc2Cl)C(C)(C)c2ccccc21 do in these assays?
USP1 inh: -7%; TRHR PAM: -7; TRHR agonist: 0.5; D2 ag: -1.1; TrxR1 substrate: -17%; Pin1 inh: 20%; mIDH1 inhibitor: 6%; D2 antag: -9; TrxR1 inh: inconclusive

Results for COc1ccccc1CNC(=O)CSCc1cnn(-c2ccccc2)c1-n1cccc1 ?
USP1 inh: -1%; TRHR PAM: -10; TRHR agonist: 0.0; D2 ag: 0.3; TrxR1 substrate: -8%; Pin1 inh: 1%; mIDH1 inhibitor: -1%; D2 antag: 14; TrxR1 inh: -6%

What do the screens show for `CCc1cc(Cn2nc(C(=O)O)cc2-c2ccccc2)on1`?
USP1 inh: -16%; TRHR PAM: 0; TRHR agonist: 0.1; D2 ag: 0.2; TrxR1 substrate: 12%[57.1 µM]; Pin1 inh: -3%; mIDH1 inhibitor: -4%; D2 antag: -4; TrxR1 inh: 17%[57.1 µM]

How did CC(=O)Nc1ccc(C(=O)COC(=O)CCS(=O)(=O)c2ccccc2)cc1 do in these assays?
USP1 inh: 4%; TRHR PAM: -2; TRHR agonist: -0.2; D2 ag: 0.5; TrxR1 substrate: -3%; Pin1 inh: 5%; mIDH1 inhibitor: -8%; D2 antag: -4; TrxR1 inh: 5%

What do the screens show for `Cc1ccccc1NC(=O)CCc1c(C)nc2c(c1C)c(=O)n(C)c(=O)n2C`?
USP1 inh: -23%; TRHR PAM: 0; TRHR agonist: 0.1; D2 ag: 0.8; TrxR1 substrate: 3%; Pin1 inh: 1%; mIDH1 inhibitor: -7%; TrxR1 inh: 33%

How did O=C(O)c1ccccc1-c1ncc(-c2ccccc2)o1 do in these assays?
USP1 inh: -22%; TrxR1 substrate: 149%[activator]; Pin1 inh: 1%; mIDH1 inhibitor: 8%; TrxR1 inh: 4%

How did Cc1cccc(Nc2ncnc3onc(-c4ccc(Cl)cc4)c23)c1C do in these assays?
USP1 inh: -30%; TRHR PAM: -10; TRHR agonist: 1.7; D2 ag: -1.9; TrxR1 substrate: 6%; Pin1 inh: 8%; mIDH1 inhibitor: 13%; TrxR1 inh: 38%[activator]

Results for N/C(=N\N=C\c1ccc(O)c(O)c1)c1nonc1N ?
USP1 inh: -14%; TRHR PAM: -2; TRHR agonist: -0.1; D2 ag: 0.6; TrxR1 substrate: -9%; Pin1 inh: 1%; mIDH1 inhibitor: 13%; D2 antag: -14; TrxR1 inh: 5%

Results for Cc1ccc(S(=O)(=O)N2[C@@H](c3ccc4c(c3)OCO4)C(C(=O)O)=C[C@H]2CC2CCCC2)cc1 ?
USP1 inh: -8%; TrxR1 substrate: -3%; Pin1 inh: inconclusive; mIDH1 inhibitor: 3%[38.3 µM]; TrxR1 inh: 2%

What do the screens show for `O=C1c2ccccc2C(=O)N1Cc1cc(Cl)c(O)c([N+](=O)[O-])c1`?
USP1 inh: -5%; TRHR PAM: -4; TRHR agonist: -0.3; TrxR1 substrate: -3%; Pin1 inh: 0%; mIDH1 inhibitor: -2%; TrxR1 inh: -7%

4 consecutive compounds out of the list so far, quoted:
How did Cc1cccc(Nc2ncnc3onc(-c4ccc(Cl)cc4)c23)c1C do in these assays?
USP1 inh: -30%; TRHR PAM: -10; TRHR agonist: 1.7; D2 ag: -1.9; TrxR1 substrate: 6%; Pin1 inh: 8%; mIDH1 inhibitor: 13%; TrxR1 inh: 38%[activator]

Results for N/C(=N\N=C\c1ccc(O)c(O)c1)c1nonc1N ?
USP1 inh: -14%; TRHR PAM: -2; TRHR agonist: -0.1; D2 ag: 0.6; TrxR1 substrate: -9%; Pin1 inh: 1%; mIDH1 inhibitor: 13%; D2 antag: -14; TrxR1 inh: 5%

Results for Cc1ccc(S(=O)(=O)N2[C@@H](c3ccc4c(c3)OCO4)C(C(=O)O)=C[C@H]2CC2CCCC2)cc1 ?
USP1 inh: -8%; TrxR1 substrate: -3%; Pin1 inh: inconclusive; mIDH1 inhibitor: 3%[38.3 µM]; TrxR1 inh: 2%

What do the screens show for `O=C1c2ccccc2C(=O)N1Cc1cc(Cl)c(O)c([N+](=O)[O-])c1`?
USP1 inh: -5%; TRHR PAM: -4; TRHR agonist: -0.3; TrxR1 substrate: -3%; Pin1 inh: 0%; mIDH1 inhibitor: -2%; TrxR1 inh: -7%

Screening results from PubChem BioAssay.

Not all compounds are listed; the hit share may differ from the screen's.
